# ATXN2 expr inh: ATXN2 expression inhibition | HEK-293 ATXN2-luciferase reporter, luminescence, 24 h | Potency, µM (highest dose often 57 µM), for inactives: at the highest dose activity change, negative = inhibition, usual class: inhibitors | 360,000 tested, 0.72% active | AID 1745845; further: potency means the concentration at half of the fitted maximal effect; on the % scale 0 is the no-effect control and ±100 the full control effect; nearly all actives have a fitted effect of over 55% in size
#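 qHTS (up to 57 uM final) was run with 24 h compound exposure of reporter cells at 37 °C. Each well was multiplexed: SteadyGlo luminescence measured ATXN2-luciferase expression after a fluorogenic Gly-Phe-AFC viability readout (25 uM final).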
# HepG2 viability: counter-screen for TGF-b inhibitors: cytotoxicity in HepG2 cells | Potency, µM (titrated, usually from 46.1 µM), inactives show at the highest dose activity change, negative = cytotoxicity, actives largely listed as cytotoxic | 410,000 tested, 0.76% active | HepG2 CAGA-GFP viability, ATP luminescence, 18 h; further: potency means the concentration at half of the fitted maximal effect; some results filed as inactive show a strong effect at the top dose
#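 HepG2 CAGA-GFP cells (1000/well, DMEM with 1% FBS) received compound, then TGF-beta at 500 pg/mL final, and were incubated 18 hours at 37 degrees C. Viability was read by CellTiter-Glo luminescence. Media-only wells were set as complete cell-killing and DMSO as no toxicity.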
# S2 tox: viability counter-screen for ATXN expression inhibitors | AID 651635 | Potency, µM (highest dose often 56.7 µM), usual class: cytotoxic | S2 cells (HEK-293 line with an ATXN2-luciferase reporter) viability, CellTiter-Fluor protease fluorescence, 24 h | 400,000 tested, 0.49% active; further: potency means the concentration at half of the fitted maximal effect; nearly all actives have a fitted effect of over 40% in size
# KB-3-1 cytotox: KB-3-1 parental cell cytotoxicity. KB-3-1 viability, CellTiter-Glo ATP luminescence, 72 h. Potency, µM (titrated, usually from 46.1 µM), for inactives: top-dose activity change, negative = cytotoxic, usual class: cytotoxic. 400,000 tested, 1.4% active. AID 1347075; further: potency means the concentration at half of the fitted maximal effect; on the % scale 0 is the no-effect control and ±100 the full control effect; nearly all actives have a fitted effect of over 60% in size
#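 Using CellTiter-Glo luminescence, growth of non-resistant KB-3-1 adenocarcinoma cells is assessed 72 h after pin-tool compound addition at 37 °C. Normalized responses across the concentration series yield fitted curves.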
# HT1080NT lethal: kills 2HG-producing HT-1080-NT fibrosarcoma cells. HT-1080-NT fibrosarcoma viability, CellTiter-Glo ATP luminescence, 48 h. Potency, µM (series often up to 46.1 µM), for inactives: top-dose activity, negative = less viability, hits mostly cytotoxic. 360,000 tested, 1.6% active;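 further: NT is the 2HG producing partner of a matched IDH1 knockdown line; potency means the concentration at half of the fitted maximal effect; 0% = DMSO-treated cells and -100% = media-only wells without cells; nearly all actives have a fitted effect of over 55% in size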
#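 Fibrosarcoma NT cells, 750 per well in 5% FBS RPMI, were exposed to compound for 48 hours. Viability: CellTiter-Glo luminescence.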
# IL1B secr inh: inhibitors of inflammasome signaling (IL-1 beta secretion); THP-1 LPS/ATP IL-1B secretion, AlphaLISA, 16 h; active compounds read low; activity change, % at 57.5 µM; 360,000 tested, 4.7% active; AID 743279; in the data active means activity change below about -50%; inconclusive means mostly about -30% to -49%; further: on the % scale 0 is the no-effect control and ±100 the full control effect
#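 THP-1 cells pretreated 1 hr with compounds (up to 57.5 uM final), then stimulated with LPS (250 ng/mL final) plus ATP (1.25 mM final); secreted IL-1B measured by AlphaLISA after 16 hr, decreased signal indicating inhibition.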
# HT1080 IDH1KD tx: HT-1080 IDH1 knockdown cell toxicity (counter line). HT-1080 IDH1 knockdown viability, ATP luminescence, 48 h. Potency, µM (titrated, usually from 46.1 µM), for inactives: at the highest dose activity, negative = toxicity, usual class: cytotoxic. 360,000 tested, 2% active;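 further: potency means the concentration at half of the fitted maximal effect; 0% = DMSO wells and -100% = cell-free medium wells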
#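 After a 2 h attachment period, IDH1KD HT-1080 cells took pin-transferred compound for 48 h at 37 °C; ATP-based luminescence after 10 min room-temperature reagent incubation reported viability.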
# MCF10A rereplic: inducers of DNA re-replication in MCF 10A breast cells; MCF 10A DNA re-replication, Hoechst nuclear intensity, 48 h; Potency, µM (highest dose often 46.1 µM), without a hit: at the top dose activity, positive = re-replication, actives largely listed as activators; 350,000 tested, 2.9% active; further: potency means the concentration at half of the fitted maximal effect; % of control where 0% means no effect; nearly all actives have a fitted effect of over 50% in size
# SW480 rerep: induces DNA re-replication in SW480 colon adenocarcinoma cells; Potency, µM (highest dose often 46.1 µM), for the others: at the highest dose re-replication activation, hits mostly activators; 340,000 tested, 1.8% active; SW480 DNA re-replication, Hoechst DNA content imaging, 48 h; further: potency means the concentration at half of the fitted maximal effect; % of control where 0% means no effect; nearly all actives have a fitted effect of over 55% in size
#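 Hoechst fluorescence of nuclei (405 nm excitation, 500-530 nm emission) measured by plate-scanning imager after 48 hr compound exposure at 37 C; re-replication scored as increased number of nuclei with elevated intensity.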
# * = called active by the depositor; i = inactive; ? = inconclusive; nt = no result given; [ ] = remark or other dose. Unless noted, the call rests on the fitted dose curve; in most records, active means well fitted curve in the direction sought with a large enough effect; inconclusive means small, poorly fitted or top-dose-only effect, or another doubt; inactive means no such curve, though single readings can be large; an effect the other way counts as inactive or inconclusive.
SMILES,ATXN2 expr inh,HepG2 viability,S2 tox,KB-3-1 cytotox,HT1080NT lethal,IL1B secr inh,HT1080 IDH1KD tx,MCF10A rereplic,SW480 rerep
Cc1ccc(-c2nc(-c3ccccc3)no2)cc1,120%[activator],-2%,i,0%,11%,27,14%,-3%,-2%
CCOC(=O)N1CCC(NC(=O)Cn2nc(-c3ccccc3)ccc2=O)CC1,-15%,-9%,i,24%,1%,0,9%,2%,-2%
CC(=O)NCCC1CCCCN1Cc1nc(Cc2cccc(C(F)(F)F)c2)no1 (configuration not stated),9%,10%,i,7%,1%,37,3%,3%,-6%
CCNc1nc(NCC)n2c(SCC(=O)Nc3ccc(OC(F)F)cc3)nnc2n1,2%,-15%,i,-1%,-2%,1,-5%,?,140%
NC(COCc1ccccc1)c1csc(Nc2ccc(S(N)(=O)=O)cc2)n1 (configuration not stated),-2%,2%,i,0%,-15%,-10,-5%,nt,nt
CCOc1cc(C(=O)OCC(=O)Nc2c(C)cccc2C)ccc1OCC(=O)N1CCOCC1,nt,15%,i,1%,4%,4,3%,-3%,-36%[inhibitor]
O=C(C1=C[C@@H](c2ccc(Br)cc2)C[C@@H](OCc2ccc(CO)cc2)O1)N1CCN(Cc2ccc3c(c2)OCO3)CC1,?,-1%,?,?,-13%,-25,?,?,?
Cc1ccc(CC(=O)Nc2ccc(C(=O)N3CCCCC3)cc2)cc1,4%,1%,i,-2%,4%,-11,7%,12%,17%
CC1(C(=O)NCc2ccccc2)CSCC(=O)N1CCOc1ccccc1 (configuration not stated),nt,nt,nt,7%,-12%,-11,-7%,nt,nt
COc1ccc(CNC(=O)Nc2cccc(C)c2)cc1,32%[activator],4%,i,-3%,?,3,22%,-2%,5%

# Exported field by field: entries from further up.
> CC1(C(=O)NCc2ccccc2)CSCC(=O)N1CCOc1ccccc1 (configuration not stated)
  ATXN2 expr inh = nt	HepG2 viability = nt	S2 tox = nt	KB-3-1 cytotox = 7%	HT1080NT lethal = -12%	IL1B secr inh = -11	HT1080 IDH1KD tx = -7%	MCF10A rereplic = nt	SW480 rerep = nt
> Cc1ccc(CC(=O)Nc2ccc(C(=O)N3CCCCC3)cc2)cc1
  ATXN2 expr inh = 4%	HepG2 viability = 1%	S2 tox = i	KB-3-1 cytotox = -2%	HT1080NT lethal = 4%	IL1B secr inh = -11	HT1080 IDH1KD tx = 7%	MCF10A rereplic = 12%	SW480 rerep = 17%

# Remaining list, next part:
SMILES,ATXN2 expr inh,HepG2 viability,S2 tox,KB-3-1 cytotox,HT1080NT lethal,IL1B secr inh,HT1080 IDH1KD tx,MCF10A rereplic,SW480 rerep
Cc1ccc(C(c2cccc(Br)c2)c2c(C)[nH]c3ccccc23)s1 (configuration not stated),10%,-42%,i,-22%,nt,nt,nt,nt,nt
CC(CCc1ccccc1)NC(=O)c1ccccc1Cl (configuration not stated),4%,-5%,i,0%,10%,13,8%,6%,3%
COc1ccc(S(=O)(=O)N2CCCCC2C)cc1 (configuration not stated),-17%,-36%,?,-3%,4%,10,2%,-7%,-50%[inhibitor]
COc1cc(C(=O)NCc2nnc(SCC(=O)NCCc3ccccc3)o2)cc(OC)c1OC,1%,-4%,i,-5%,15%,34,1%,5%,-17%
COc1ccc(C(=O)COC(=O)COc2ccc(C)c(C)c2)cc1,-5%,7%,i,-14%,-4%,7,1%,-8%,-1%
O=C(COc1ccccc1)N1N=C(c2cccnc2)CC1(O)C(F)(F)F (configuration not stated),-6%,1%,i,5%,7%,0,6%,-60%[inhibitor],-10%
Cc1ccc(NC(=O)C2CCCN2C(=O)NC2CCCCC2)cc1C (configuration not stated),nt,0%,i,2%,8%,24,4%,0%,0%
Cc1ccc(OCc2cc(C(=O)N(C)CCc3nc4ccccc4[nH]3)no2)cc1C,nt,-45%,?,-28%,?,9,-10%,21µM*,?
CSc1nn(CC(=O)Nc2cc(C)ccc2C)c(N)c1S(=O)(=O)c1ccccc1,-27%,-7%,i,?,nt,nt,nt,nt,nt
COc1ccccc1CN1CCNC(=O)C1CC(=O)NCCOc1cccnc1 (configuration not stated),6%,-1%,i,15%,20%,33,19%,-7%,-5%
O=C(CC(=O)Nc1cccc(Cl)c1Cl)Nc1cccc(Cl)c1Cl,nt,-41%,i,9%,-7%,-15,0%,29%,-3%
C=CCN(CC(=O)Nc1c(C)cccc1CC)C(=O)SCCC,-12%,7%,i,-20%,1%,-8,7%,2%,0%
Cc1nnc(N/N=C/c2cccc(OCc3ccc(Cl)c(Cl)c3)c2)n1N,11%,-104%,?,2%,-17%,-84*,-19%,?,?
COc1ccc(/C=N/OCC(=O)Nc2ccc3c(c2)OCO3)c(OC)c1,2%,-4%,i,2%,-7%,-14,-8%,0%,?
Cc1cc(N/N=C/c2ccco2)c2ccccc2n1,2%,-16%,i,-1%,-2%,-23,0%,0%,3%
Cc1ccc(NC(=O)CSc2nnc3scc(-c4ccc(Cl)cc4)n23)cc1,9%,-3%,i,2%,nt,nt,nt,nt,nt
Cc1ccc2oc(C(=O)Nc3ccc(S(=O)(=O)Nc4nccc(C)n4)cc3)cc(=O)c2c1,-10%,12%,i,-11%,nt,nt,nt,nt,nt
COc1cc(C(O)c2nc(-c3cnn(C)c3)cs2)ccc1F (configuration not stated),1%,-1%,i,0%,5%,26,-3%,nt,nt
CN(C)/C=N/S(=O)(=O)c1cccn1-c1ncc(C(F)(F)F)cc1Cl,-5%,9%,?,1%,9%,1,15%,-4%,0%
O=C(Nc1ccc(F)cc1)c1cc(Cl)sc1Cl,-2%,5%,i,0%,26%,-2,16%,28%,-10%
Cc1cccc(C)c1NC(=S)Nc1ccc(Cl)c(Cl)c1,-9%,-8%,i,?,-6%,-9,-9%,16%,-14%
CC(C)(C)OC(=O)N1CCC(C(=O)N[C@@H](Cc2ccccc2)C(=O)O)CC1,-4%,4%,i,2%,10%,18,9%,2%,-5%
Cc1ccc(NC(=O)c2ccccc2-c2ccc(C(F)(F)F)cc2)cc1S(=O)(=O)N1CCOCC1,-20%,13%,i,-18%,-23%,-19,-20%,?,-1%
O=C(Oc1cccc(/C=N/Nc2nc(N3CCOCC3)nc(N3CCOCC3)n2)c1)c1ccco1,9%,3%,i,-6%,2%,-14,9%,0%,1%
CC(C(=O)NC1CCCC1)N(C(=O)c1snc(C(N)=O)c1N)c1ccc2c(c1)OCCO2 (configuration not stated),-11%,-29%,i,9%,-1%,-25,-4%,13%,3%
Cc1oc(-c2cccs2)nc1CN1CCC(C(=O)N2CCCC2)CC1,nt,8%,i,2%,2%,13,5%,-5%,-39%[inhibitor]
C=CCOC(=O)CCCC(=O)NC1CCCCC1,15%,4%,i,-7%,13%,0,17%,2%,-4%
O=C(COC(=O)Cc1ccc(S(=O)(=O)N2CCOCC2)s1)NCc1ccccc1,7%,10%,i,15%,8%,19,7%,?,-8%
Cc1cc(C(=O)COC(=O)c2cccnc2Cl)c(C)n1C,-11%,12%,i,10%,13%,15,13%,4%,-6%
COc1cc2c(cc1OC)C(C)N(C(=O)c1nccnc1C(=O)O)CC2 (configuration not stated),9%,-23%,i,15%,4%,4,-9%,-1%,1%

# Quoted from the results shown for reference:
SMILES,ATXN2 expr inh,HepG2 viability,S2 tox,KB-3-1 cytotox,HT1080NT lethal,IL1B secr inh,HT1080 IDH1KD tx,MCF10A rereplic,SW480 rerep
Cc1ccc2oc(C(=O)Nc3ccc(S(=O)(=O)Nc4nccc(C)n4)cc3)cc(=O)c2c1,-10%,12%,i,-11%,nt,nt,nt,nt,nt
COc1cc(C(O)c2nc(-c3cnn(C)c3)cs2)ccc1F (configuration not stated),1%,-1%,i,0%,5%,26,-3%,nt,nt
CN(C)/C=N/S(=O)(=O)c1cccn1-c1ncc(C(F)(F)F)cc1Cl,-5%,9%,?,1%,9%,1,15%,-4%,0%
O=C(Nc1ccc(F)cc1)c1cc(Cl)sc1Cl,-2%,5%,i,0%,26%,-2,16%,28%,-10%
Cc1cccc(C)c1NC(=S)Nc1ccc(Cl)c(Cl)c1,-9%,-8%,i,?,-6%,-9,-9%,16%,-14%
CC(C)(C)OC(=O)N1CCC(C(=O)N[C@@H](Cc2ccccc2)C(=O)O)CC1,-4%,4%,i,2%,10%,18,9%,2%,-5%
Cc1ccc(NC(=O)c2ccccc2-c2ccc(C(F)(F)F)cc2)cc1S(=O)(=O)N1CCOCC1,-20%,13%,i,-18%,-23%,-19,-20%,?,-1%
O=C(Oc1cccc(/C=N/Nc2nc(N3CCOCC3)nc(N3CCOCC3)n2)c1)c1ccco1,9%,3%,i,-6%,2%,-14,9%,0%,1%
CC(C(=O)NC1CCCC1)N(C(=O)c1snc(C(N)=O)c1N)c1ccc2c(c1)OCCO2 (configuration not stated),-11%,-29%,i,9%,-1%,-25,-4%,13%,3%
Cc1oc(-c2cccs2)nc1CN1CCC(C(=O)N2CCCC2)CC1,nt,8%,i,2%,2%,13,5%,-5%,-39%[inhibitor]
C=CCOC(=O)CCCC(=O)NC1CCCCC1,15%,4%,i,-7%,13%,0,17%,2%,-4%

# More structures.
SMILES,ATXN2 expr inh,HepG2 viability,S2 tox,KB-3-1 cytotox,HT1080NT lethal,IL1B secr inh,HT1080 IDH1KD tx,MCF10A rereplic,SW480 rerep
CCc1nonc1NC(=O)c1oc2c(C)c(C)ccc2c1C,nt,2%,i,1%,4%,4,-3%,-4%,-40%
CC(=O)N/C(=C/c1ccc(Cl)cc1)C(=O)NCCc1c[nH]c2ccccc12,4%,-14%,i,18%,1%,-11,2%,?,-1%
NC(=S)Nc1cccc(F)c1,-23%,-2%,i,-5%,1%,8,24%,-1%,-6%
CSc1nnc(C2CCCN2)n1C (configuration not stated),2%,1%,i,-3%,-4%,6,2%,8%,0%[9.22 µM]
Oc1csc(Cc2nc(-c3ccc(-c4ccccc4)cc3)cs2)n1,-8%,1%,i,9%,7%,23,-2%,-1%,-2%
CCOC(=O)C1=CN(Cc2cccc(F)c2)S(=O)(=O)NC1c1cccc(OC)c1 (configuration not stated),-5%,-9%,i,0%,-3%,-14,-7%,?,0%

# Compound activity (PubChem BioAssay)
